Statin myotox sup – suppressors of statin myotoxicity in C2C12 myotubes, primary screen, cell-based, single point, plate reader; C2C12 myotubes + simvastatin, ATP luminescence, 48 h; scaled: DMSO 0, geranylgeraniol control 100; rescue of ATP level, % at 7.49 µM; 330,000 tested, 0.78% active;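 active = mean ATP rescue above about 67%, or every replicate alone reaching that limit, limit read from the data, passing the limit was not always enough; inconclusive = no clear call, values can overlap the other calls; inactive = mean under the limit and some replicate under it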;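 also: myotubes were challenged with 10 µM simvastatin during compound exposure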
PGC1a acetyl inh – inhibitors of PGC1a acetylation signal, primary screen, cell-based, U2OS, AlphaScreen, inhibitor mode; AlphaScreen anti-acetyl-lysine; with virally co-expressed GCN5 acetyltransferase; 350,000 tested, 0.17% active; inhibition, % at 15.6 µM;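 active = every replicate shows inhibition of at least 40%; inconclusive = mean inhibition at least 40% but some replicate below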;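 also: 0% = neutral control wells and 100% = positive control wells; some results beyond the cut were filed as inactive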
Cneo AK release – Cryptococcus neoformans cell lysis inducers, primary screen, AK release luminescence, single concentration. 360,000 tested, 0.2% active. lysis activity, % at 15 µM. AID 651654, 2012. C. neoformans lysis, adenylate kinase release luminescence, 4 h; normalised: neutral wells 0, clomiphene wells 100;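 active = mean lysis activity across replicates of at least 80%, whatever share of replicates individually reach that level; inactive = mean lysis activity below 80%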
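read-out = cell lysis signal | test system = log-phase Cryptococcus neoformans yeast cells | input = cells at 5 × 10^6 per mL | medium = fresh YPD growth medium | signal = luminescent adenylate kinase detection reagent | timing = 4 h at 37 °C static, read 1 h later | dosing = single dose | controls = Clomiphene as positive lysis control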
Numbers without * were called inactive; u = inconclusive. Not all compounds are listed; count on the stated rates, not on these rows.

SMILES	Statin myotox sup	PGC1a acetyl inh	Cneo AK release
Cc1ccc(NC(=O)CCC(=O)NNC(=O)c2cccs2)c(C)c1	12	-1	2
Cc1cc(C)n2nc(-c3cnn(C)c3C(F)(F)F)c(Cl)c2n1	5	1	0
Cn1c(=O)[nH]c(=O)c2c1nc(CN1CCOCC1)n2CCc1ccccc1	2	7	-2
O=C(CN1CCOCC1)Nc1cccc(Br)c1	3	4	-1
CC(Sc1nc(-c2ccccc2)nc2c1COC(C)(C)C2)C(=O)N1CCOCC1 (centres undefined)	-4	1	-3
Clc1ccc(-c2nc3ncccn3c2Nc2ccc3c(c2)OCCO3)cc1	-8	3	-5
O=[N+]([O-])c1ccccc1C1Nc2cccc3cccc(c23)N1	13	-4	-1
CC(C)N(Cc1nc(-c2ccc(Cl)cc2)no1)C(=O)C12CC3CC(CC(C3)C1)C2	-1	2	5
CCOc1ccccc1OCC(=O)NN1Cc2ccccc2C1=N	-8	2	0
CCOC(=O)C1=C(C)OC(N)=C(C#N)C1c1cc(OC)c2c(c1)OCO2 (centres undefined)	6	6	-1
CC1CCN(CC(=O)c2c[nH]c3ccccc23)CC1	13	8	-5
Cc1cc(NS(=O)(=O)c2ccc(NC(=O)CCCOc3ccc(Cl)cc3)cc2)no1	3	-3	4
O=C(c1ccco1)N1CCN(C(c2ccccn2)c2nnnn2C2CCCC2)CC1 (centres undefined)	32	0	0
CNC(=O)CSc1nnnn1CCCOC	-5	-2	0
Cc1onc(-c2c(Cl)cccc2Cl)c1C(=O)NC(C)(C)CO	3	-5	-1
Cc1ccc(S(=O)(=O)c2nc(NC3CCS(=O)(=O)C3)sc2Cl)cc1 (centres undefined)	3	-17	5
Cc1cc(C)n2cc(CSCc3ccco3)nc2n1	2	1	0
Cc1cnc(C)c(N2CCC(C(=O)NCc3cccs3)CC2)n1	20	0	1
Cc1cc2ccccc2c(=O)n1CC(=O)NCC(=O)N1CCCC1	-7	-3	0
CCN(CC)CC(O)COc1ccccc1C(=O)CCc1ccccc1 (centres undefined)	-16	6	12
CC(=O)OCCN1C(=O)c2cccnc2C1=O	4	-3	-6
c1ccc(CCNc2nnnn2-c2ccccc2)cc1	16	-4	-2
CC(=O)Nc1cccc(OCC(=O)NC(C)C(C)C)c1 (centres undefined)	3	1	-1
CCC(Sc1nc(=O)cc(N)n1-c1cccc(C)c1)C(=O)Nc1cc(C)on1 (centres undefined)	9	16	-2
CCOC(=O)N1CCN(C(=O)CSCc2ccccc2C)CC1	21	5	3
Clc1ccc(Oc2cnns2)cc1Cl	9	8	0
Oc1c(/C=N/c2ncn[nH]2)ccc2ccccc12	0	-6	1
Cc1cc(NC(=O)Cn2c(=O)c3c(ncn3CC(C)C)n(Cc3ccccc3)c2=O)no1	7	-7	1
Cc1cccn2c(/C=N/OCc3cccc(F)c3)c(-c3ccc(Cl)cc3)nc12	-2	-6	3
CCOC(=O)c1ccc(NC(=O)CNC(=O)c2ccccc2)cc1	4	22	1
OCC(CO)(CO)NCC(O)CN1c2ccccc2Sc2ccccc21 (centres undefined)	5	-5	1
CCCc1cc(=O)oc2cc(OCc3cc(OC)c(OC)c(OC)c3)c(Cl)cc12	-35	43	-1
CC(C)CN(C#N)c1nc(N2CCOCC2)nc(N2CCOCC2)n1	-34	-2	2
Cc1cc(-c2nnco2)c(C)n1-c1ccccc1	14	3	1
C(=N\n1cnc2ccccc21)/c1cccnc1	11	2	1
O=C(CCC1N=C2c3ccccc3N=C(SCc3cccc(Cl)c3)N2C1=O)NCc1ccco1 (centres undefined)	8	-6	0
O=C(CN1CCN(Cc2ccccc2Cl)C1=O)N1CCCCCC1	-22	5	0
C=CCSc1n[nH]c(-c2ccc(OC)cc2)n1	-11	0	-3
CN(CCC#N)C(=O)COC(=O)c1ccc(Cl)c(S(N)(=O)=O)c1	-7	-4	1
COC(=O)C1(O)CC(C(C)C)=NN1C(=O)c1ccc(Cl)cc1 (centres undefined)	3	-36	-1
CCN(CC)c1ccc(-c2nc3cnccc3n2C)cc1	-44	2	1
O=c1c2c(nc3n1CCCCC3)-c1ccccc1CC21CCCCC1	-3	-6	0
O=C(COc1ccc(Cl)cc1)NNC(=O)C(=O)N1CCCCC1	14	14	3
Cn1c2c(c(=O)n(C)c1=O)[C@@H]1c3c(ccc4ccccc34)OC[C@@H]1CO2	9	-4	-1
NC(=O)CSc1nc2cc3c(cc2c(=O)n1CCCC(=O)NCc1ccc2c(c1)OCO2)OCO3	-3	15	0
C=CCn1c(N2CCCCCC2)nc2c1c(=O)[nH]c(=O)n2C	10	0	0
O=C(CCNS(=O)(=O)c1cccc2nonc12)NCc1cccs1	0	-9	0
CCOC(=O)c1ccccc1N/C=C/C(=O)c1ccccc1	-4	5	2

An excerpt from above in order of their number in PGC1a acetyl inh, smallest number first.
| Structure | PGC1a acetyl inh |
| --- | --- |
| Cn1c2c(c(=O)n(C)c1=O)[C@@H]1c3c(ccc4ccccc34)OC[C@@H]1CO2 | -4 |
| C=CCn1c(N2CCCCCC2)nc2c1c(=O)[nH]c(=O)n2C | 0 |
| O=C(CN1CCN(Cc2ccccc2Cl)C1=O)N1CCCCCC1 | 5 |
| NC(=O)CSc1nc2cc3c(cc2c(=O)n1CCCC(=O)NCc1ccc2c(c1)OCO2)OCO3 | 15 |

Further structures
SMILES	Statin myotox sup	PGC1a acetyl inh	Cneo AK release
Cc1ccc(S(=O)(=O)N2CCCN(S(=O)(=O)c3ccc(C)c(C)c3)CC2)cc1C	5	6	5
CCn1c(SCc2nc3ccccc3c(=O)[nH]2)nnc1-c1cccnc1	-23	11	8
COC(=O)c1ccc(OC(=O)c2ccccn2)cc1	3	5	-4
Cc1ccc2nc(C(O)C(O)c3nc4ccc(C)cc4[nH]3)[nH]c2c1 (centres undefined)	-10	3	-2
OC[C@H]1Nc2ccc(-c3ccc(F)cc3)cc2[C@H]2[C@@H]1CCN2Cc1ccc(F)cc1	29	14	6
Cc1cc(Nc2nc3ccccc3[nH]c2=O)n(-c2ccccc2)n1	15	-18	-4
COc1cc(NC(=O)c2cc(-n3cnnc3)ccc2Cl)cc(OC)c1	-3	-3	-5
CC(C)(C)OC(=O)NCc1ccc(NC(=O)c2nc[nH]c2C(=O)NCCCNC(=O)c2[nH]cnc2C(=O)Nc2ccc(CNC(=O)OC(C)(C)C)cc2)cc1	-135	5	-1
Cc1cc(C)n2ncc(C(=O)NCCc3ccccc3)c2n1	-12	-17	-1
COc1ccc(N=Cc2c(O)[nH]c3ccccc23)cc1OC	-1	-4	-4
COCCn1c(SCCCc2ccccc2)nc2c1c(=O)[nH]c(=O)n2C	3	-8	-3
CCOc1ccccc1NC(=O)CSc1nnc(-c2ccccn2)n1Cc1ccco1	9	-24	-1
COc1ccc(NC(=O)C2CCN(C(=O)c3ccc(OC)cc3)CC2)cc1	20	12	1
CCCc1cc(=O)[nH]c(SCC(=O)c2cc(C)n(C(C)COC)c2C)n1 (centres undefined)	-5	7	0
C=CCn1c(=O)[nH]c2cc(C(=O)N3CCN(c4cc(C)ccc4C)CC3)ccc2c1=O	-9	5	0
CCOC(=O)c1c(C)[nH]c(C(C)=O)c1C	3	0	0
COc1cccc(NC(=O)CCc2nnc3ccc(N4CCN(c5cccc(OC)c5)CC4)nn23)c1	-6	6	4
O=C1OCCN1C(=O)[C@H]1[C@H](c2ccccc2)C(c2cccc(Cl)c2)=NN1c1ccccc1	4	-9	-1
COc1ccccc1N1CC(C(=O)OCC(=O)c2ccc(F)cc2)CC1=O (centres undefined)	-1	-3	-2
COc1ccc2cc3cc(C(=O)N4CCN(Cc5ccc6c(c5)OCO6)CC4)oc3nc2c1	6	-4	-2
Cc1ccc(S(=O)(=O)N(C#N)c2nc(C)cc(C)n2)cc1	4	-8	1
CCCN1CCC(NC(=O)Nc2ccc(OC)c(OC)c2)CC1	-10	1	2
Cc1ccccc1C(OCC(O)CN1CCCCC1CCO)c1ccccc1 (centres undefined)	-9	-8	2
CC(=O)NC(NC(=S)Nc1ccc(N=Nc2ccccc2)cc1)C(Cl)(Cl)Cl (centres undefined)	-18	-16	1

Structures listed so far that contain a thiophene ring, fused or not:
SMILES	Statin myotox sup	PGC1a acetyl inh	Cneo AK release
Cc1ccc(NC(=O)CCC(=O)NNC(=O)c2cccs2)c(C)c1	12	-1	2
Cc1cnc(C)c(N2CCC(C(=O)NCc3cccs3)CC2)n1	20	0	1
O=C(CCNS(=O)(=O)c1cccc2nonc12)NCc1cccs1	0	-9	0

The results go on.
SMILES	Statin myotox sup	PGC1a acetyl inh	Cneo AK release
CCOC(=O)CC(=O)Nc1ccccc1C(=O)O	-15	9	0
CCOc1ccc2nc(SCC(=O)Nc3cc4c(cc3C(C)=O)OCO4)[nH]c2c1	16	-5	0
Cc1occc1-c1nnc(SCC(=O)Nc2ccccc2-c2ccccc2)n1C	18	3	1
Brc1ccc(-c2cn3c(n2)CCc2ccc4cccnc4c2-3)cc1	-7	-13	6
O=c1nc(-c2ccccc2)c2ccccc2[nH]1	9	-2	116*
CN(C)S(=O)(=O)c1cccc(C(=O)Nc2ccccc2Cl)c1	6	0	0
CCN1CCN(c2cc(C)c3cc(NC(=O)c4cccnc4Cl)ccc3n2)CC1	-4	10	-18
O=C1CC(SCCc2nc3ccccc3[nH]2)C(=O)N1c1ccc(Cl)cc1 (centres undefined)	4	0	0
CC1CCN(S(=O)(=O)c2ccc(NC(=O)CN3CCOCC3)cc2)CC1	-5	1	0
O=C(CSc1nc2ccccc2c(=O)n1CC1CCCO1)N1CCN(c2ccccc2)CC1 (centres undefined)	-3	u	5
CCOC(=O)N1CCN(Cc2nc(-c3ccccc3)no2)CC1	5	18	1
O=C(Nc1ccccc1)c1ccc(-c2ccc(Br)cc2)o1	-13	-6	-5
O=C(CCC(=O)Nc1ccc(Oc2ccccc2)cc1)NCCO	15	-10	-1
O=C(CSc1nnc(-c2ccncc2)n1Cc1ccco1)Nc1nc(-c2ccccc2)cs1	98*	-18	0
N#C/C=C(/N)c1ccc(Br)cc1	6	-11	2
CCN(CC)C(=O)CSc1nnc(CNc2ccc(F)cc2)o1	13	0	0
Cc1ccc(S(=O)(=O)NCC2CCC(C(=O)NCCCN3CCOCC3)CC2)cc1 (centres undefined)	-4	1	-2
CC1(c2ccc3c(c2)OCO3)NC(=O)N(CC(=O)Nc2ccc(N3CCOCC3)cc2)C1=O (centres undefined)	4	1	-2
COC(=O)C(C(C)=O)C1=C/C(=N\S(=O)(=O)c2ccc(C)cc2)c2ccccc2C1=O (centres undefined)	5	6	1
C=CCn1c(SC(C)C(=O)NCc2ccc3c(c2)OCO3)nc2scc(-c3ccccc3)c2c1=O (centres undefined)	6	-13	-2
O=C(Nc1ccc(C(=O)N2CCCCC2)cc1)C1CCCCC1	8	1	-1
Nc1ccc(-c2cnc(-c3ccc(N)cc3)nc2)cc1	15	-7	-4
O=C(c1cc2nc(-c3ccccc3)cc(-c3ccccc3)n2n1)N1CCN(C(=O)c2ccco2)CC1	-24	-10	-7
O=c1c2c(nc3nc(COc4ccccc4)[nH]n13)CCC2	-5	4	-1
Cc1cc(C)c(C)c(Cn2c(CO)nc3ccccc32)c1C	13	-9	-2
Cc1c(Cl)cccc1NC(=O)Cn1cnc(S(=O)(=O)N2CCCC2)c1	-10	-9	2
CC1C/C(=N/O)C(C)CN1 (centres undefined)	-5	10	3
CN(C)c1ccc(NC(=O)CSc2nc3ccccc3c(=O)n2C2CCCCC2)cc1	27	5	12
Cc1cccc2cc(C#N)c(NCCNS(=O)(=O)c3ccc4c(c3)OCCO4)nc12	-5	-14	1
COc1ccc(-c2nn(-c3ccccc3)cc2C#N)cc1	-28	1	-2
CN(/C=C/C(=O)C(F)(F)F)Cc1ccccc1	4	16	2
O=C(Cn1c(=O)oc2ccccc21)Nc1ccc(S(=O)(=O)N2CCCCC2)cc1	3	5	0
CCOC(=O)N1CCN(CC(=O)Nc2ccc(OC)cc2)CC1	17	-1	-1
COC(=O)C1=C(C)N(Cc2ccco2)C(=O)C1	4	10	-1
CCCCn1c(SCC(=O)c2ccc3c(c2)OCCO3)nnc1-c1ccco1	-5	-3	-2
CC1(C)CC(c2nc(-c3ccc(Cl)cc3)cs2)CCS1 (centres undefined)	12	7	-3

Full records, quoted from the list. Screens in order: Statin myotox sup | PGC1a acetyl inh | Cneo AK release
CN(C)c1ccc(NC(=O)CSc2nc3ccccc3c(=O)n2C2CCCCC2)cc1 as listed: 27 | 5 | 12
CCOC(=O)C1=C(C)OC(N)=C(C#N)C1c1cc(OC)c2c(c1)OCO2 (centres undefined) as listed: 6 | 6 | -1
COc1cccc(NC(=O)CCc2nnc3ccc(N4CCN(c5cccc(OC)c5)CC4)nn23)c1 as listed: -6 | 6 | 4

New compounds follow:
SMILES	Statin myotox sup	PGC1a acetyl inh	Cneo AK release
COc1ccc(NC(=O)NCCCN2CCCCC2C)cc1 (centres undefined)	35	-20	-3
CC(C)n1nnnc1SCC(=O)NCc1ccc2c(c1)OCO2	0	4	1
COc1ccc(NC(=O)Cn2nnc(-c3ccccc3F)n2)cc1Cl	2	-15	-1
Cc1cc(C(=O)Nc2cccc3ncccc23)no1	-3	8	6
Cc1ccc(CCNC(=O)C2CCCN(C(=O)c3cc4sccc4n3C)C2)cc1 (centres undefined)	8	-9	2

Screening results (PubChem)
